CHO-K1 Ca antag – M1 antagonist counterscreen hit in parental CHO-K1 cells; 0.6% of 360,000 active; ATP-induced calcium, Fluo-8 fluorescence; inhibition, % at 3 µM;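 active means inhibition above a per-plate cutoff, the plate's mean sample inhibition plus 3 SD, cut at about 24% in these data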;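 further: 0% = DMSO plus EC80 ATP and 100% = DMSO alone without ATP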
OXTR potentiator – potentiates the human oxytocin receptor response; P30559; CHO-OTR cells, Fluo-8 calcium fluorescence, potentiator mode; 0% = oxytocin EC15, 100% = EC100; activation, % at 3 µM; 0.061% of 320,000 active;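 active means activation above that plate's cutoff, the mean activation of tested compounds plus 3 SD, cut at about 6.6% in these data, passing the limit was not always enough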;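 further: 100% uses oxytocin at 75 nM as the full agonist control; some results filed as inactive read as strong as hits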
Target sequence (P30559 whole entry, looked up): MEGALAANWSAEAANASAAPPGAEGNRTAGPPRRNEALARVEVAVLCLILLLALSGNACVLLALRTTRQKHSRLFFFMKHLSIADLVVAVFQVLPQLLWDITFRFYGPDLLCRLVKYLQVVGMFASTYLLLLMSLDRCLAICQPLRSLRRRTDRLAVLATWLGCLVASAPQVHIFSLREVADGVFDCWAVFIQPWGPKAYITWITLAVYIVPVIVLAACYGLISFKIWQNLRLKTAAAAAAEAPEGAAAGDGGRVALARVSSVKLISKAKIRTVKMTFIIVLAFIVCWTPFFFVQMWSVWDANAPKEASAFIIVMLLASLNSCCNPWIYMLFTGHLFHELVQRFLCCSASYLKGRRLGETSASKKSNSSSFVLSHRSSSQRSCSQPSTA
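System: human OTR in CHO cells / Also added: sub-maximal oxytocin, roughly EC15 / Control set: EC15 oxytocin low, 75 nM oxytocin high / Schedule: 6 min compound pre-incubation at room temperature, 100 s kinetic read / Compound: single-point 3.0 µM / Replication: singlicate / Technique: Fluo-8 calcium dye fluorescence / Read-out basis: % activation of max/min ratio relative to oxytocin controls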
V1aR counter – counter-screen for oxytocin receptor agonists: human V1a receptor agonists; AID 2797; 0.25% of 320,000 active; CHO-V1R cells, Fluo-8 calcium fluorescence, agonist mode; 0% DMSO, 100% 3 nM vasopressin; activation, % at 3 µM; P37288;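 active means activation above the mean activation of all tested compounds plus 3 SD, per screening run, cut at about 20% in these data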;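 further: signal is peak over basal fluorescence ratio across a 100 second FLIPR read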
CHO-K1 Ca ag – nonselective activator or artifact in parental CHO-K1 cells | Fluo-8 calcium fluorescence; scaled to maximal ATP response, vehicle zero | activation, % at 3 µM | 0.48% of 360,000 active | AID 602248; in the data active means activation above about 15%;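 further: untransfected CHO-K1 host cells lacking M1 receptor as counterscreen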
GPR7 antag – antagonists of human GPR7 (neuropeptides B/W receptor 1); GPR7-expressing cells, fluorescence antagonist assay; inhibition, % at 4.4 µM; 1.1% of 290,000 active; AID 1861; in the data active means inhibition above about 16%, passing the limit was not always enough;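 further: cells stimulated with the agonist NPW; 0% = agonist with vehicle and 100% = vehicle without agonist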
Target sequence (P48145 whole entry, looked up): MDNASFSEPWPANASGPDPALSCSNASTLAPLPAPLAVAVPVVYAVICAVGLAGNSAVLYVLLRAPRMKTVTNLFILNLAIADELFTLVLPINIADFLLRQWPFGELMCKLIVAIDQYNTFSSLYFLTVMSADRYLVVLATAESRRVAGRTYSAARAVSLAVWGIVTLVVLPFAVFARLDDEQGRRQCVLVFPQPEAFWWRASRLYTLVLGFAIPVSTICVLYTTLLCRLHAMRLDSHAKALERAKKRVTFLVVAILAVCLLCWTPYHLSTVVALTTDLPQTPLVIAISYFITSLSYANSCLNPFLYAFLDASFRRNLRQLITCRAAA
OXTR agonist – human OXTR agonism. 0.32% of 320,000 active. activation, % at 3 µM. CHO-OTR cells, Fluo-8 calcium fluorescence; normalized: DMSO 0%, oxytocin 100%. P30559;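 active means activation above the mean of all tested compounds plus 3 SD, cutoff set per screening run, cut at about 20% in these data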;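 further: peak over basal fluorescence ratio from a 100 s FLIPR kinetic read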
CHO parental Ca – counter-screen: ATP calcium response change in parental CHO cells | inhibition, % at 5.6 µM | AID 463079 | 0.63% of 330,000 active | parental CHO-K1, ATP-induced calcium, Fluo-8 fluorescence;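 active means inhibition above that plate's mean sample inhibition plus 3 SD, cut at about 26% in these data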;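 further: 0% = ATP-challenged DMSO wells and 100% = DMSO wells without ATP; some compounds past the cut are filed as inactive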
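Test system: parental CHO cells; detection: calcium-sensitive Fluo-8 fluorescence; evaluation: percent inhibition of calcium signal; also added: ATP as calcium-mobilizing challenge; repeats: one well per compound; control set: ATP-challenged DMSO wells low, unchallenged DMSO wells high; compound: single nominal dose of 5.6 µM per compound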
M1 PAM parental – nonselective activator or artifact in parental CHO-K1 calcium assay; activation, % at 3 µM; ATP EC20, Fluo-8 calcium fluorescence; 0% at ATP EC20, 100% at ATP max; 0.02% of 360,000 active;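 active means activation above the run cutoff, the mean activation of all test compounds plus 3 SD, cut at about 40% in these data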;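 further: peak over basal fluorescence ratio in a 140 s read after ATP addition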
TAAR1 antagonist – human TAAR1 antagonism | Q96RJ0 | CHO RD-HGA16 TAAR1, Fluo-8 calcium fluorescence, antagonist | inhibition, % at 3 µM | 1.5% of 360,000 active | AID 624466;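 active means inhibition above a per-plate cutoff, the mean inhibition of test compounds on that plate plus 3 SD, cut at about 49% in these data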;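 further: 0% = DMSO plus EC80 beta-PEA response and 100% = DMSO alone without agonist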
Target sequence (Q96RJ0 whole entry, looked up): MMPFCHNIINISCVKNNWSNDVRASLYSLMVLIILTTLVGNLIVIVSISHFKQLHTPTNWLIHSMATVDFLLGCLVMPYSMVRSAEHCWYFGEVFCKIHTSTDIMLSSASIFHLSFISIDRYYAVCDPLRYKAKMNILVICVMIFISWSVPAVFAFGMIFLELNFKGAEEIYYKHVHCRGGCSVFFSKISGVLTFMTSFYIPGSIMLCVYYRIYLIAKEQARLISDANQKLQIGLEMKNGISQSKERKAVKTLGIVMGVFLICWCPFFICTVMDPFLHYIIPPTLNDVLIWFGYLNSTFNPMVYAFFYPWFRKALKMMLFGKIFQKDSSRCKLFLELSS
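Material: RD-HGA16 CHO cells with stable hTAAR1 and Gα16; Dosing: single nominal final test compound concentration of 3 µM; Schedule: seeding 17-24 h prior, 75-min 37 °C, 30-min RT dye loading; Detection: kinetic Fluo-8 calcium fluorescence measurement; Measure: % inhibition from peak post-agonist over basal fluorescence ratio; Benchmarks: vehicle and agonist controls.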
The depositor's hits bear a star.

For O=S1(=O)c2ccccc2OC(COCc2ccccc2)CN1C1CC1 (stereo unspecified) the results were CHO-K1 Ca antag -14.3, CHO-K1 Ca ag 1.2, CHO parental Ca -21.1, M1 PAM parental 10.6 and TAAR1 antagonist -11.4.
`O=C(COC(=O)c1ccc(NS(=O)(=O)c2cccs2)cc1O)Nc1nc2ccccc2s1` gave CHO-K1 Ca antag 2.2, OXTR potentiator -6.3, V1aR counter 8.6, CHO-K1 Ca ag 3.3, GPR7 antag -12.7, OXTR agonist 7.0, CHO parental Ca 3.8, M1 PAM parental -0.1 and TAAR1 antagonist 41.9.
Screening CCn1nc(C)c(CN2CCCCC2C(=O)Nc2ccc(Oc3cccnc3)cc2)c1C (stereo unspecified) returned CHO-K1 Ca antag -7.9, OXTR potentiator 0.0, V1aR counter 1.0, CHO-K1 Ca ag 0.3, GPR7 antag -15.1, OXTR agonist 0.4, CHO parental Ca -11.4 and M1 PAM parental 13.2.
Cc1ccc2nc(-c3ccc(Cl)cc3)c(Cc3ccccn3)n2c1 was read as CHO-K1 Ca antag -9.8, CHO-K1 Ca ag 1.8, M1 PAM parental 4.7 and TAAR1 antagonist 1.9.
O=C(CN1C(=O)CCS(=O)(=O)c2ccccc21)NCc1ccc(F)cc1 was read as CHO-K1 Ca antag -2.4, OXTR potentiator -5.0, V1aR counter 0.0, CHO-K1 Ca ag 0.2, GPR7 antag -2.3, OXTR agonist -0.8, CHO parental Ca 4.1, M1 PAM parental 7.5 and TAAR1 antagonist 4.9.
Screening O=C(COc1ccc(/C=N/NC(=O)c2ccccc2Br)cc1)Nc1ccccc1 returned CHO-K1 Ca antag -1.1, OXTR potentiator -1.5, V1aR counter 2.2, CHO-K1 Ca ag 4.3, GPR7 antag -5.2, OXTR agonist 0.8, CHO parental Ca -8.6, M1 PAM parental 6.8 and TAAR1 antagonist 3.1.
COc1cc(NC(=O)c2ccc(OC)c([N+](=O)[O-])c2)ccc1NC(=O)c1cccs1 was read as CHO-K1 Ca antag 0.9, OXTR potentiator -8.5, V1aR counter 1.1, CHO-K1 Ca ag -0.2, GPR7 antag 1.9, OXTR agonist -1.2, CHO parental Ca 4.4, M1 PAM parental 7.8 and TAAR1 antagonist 11.7.
Cc1sc2nc(C3CC3)nc(N3CCN(S(=O)(=O)c4ccc(F)cc4)CC3)c2c1C was read as CHO-K1 Ca antag -29.4, OXTR potentiator -10.4, V1aR counter 0.4, CHO-K1 Ca ag -0.6, GPR7 antag 9.7, OXTR agonist 0.4, CHO parental Ca -19.9, M1 PAM parental 18.4 and TAAR1 antagonist 10.6.
COc1cc(OC)cc(C2=Cc3ccc(OC)cc3C(CC(C)=O)N2c2ccc(-c3cncnc3)cc2)c1 (stereo unspecified) was read as CHO-K1 Ca antag -5.4, CHO-K1 Ca ag 0.4, M1 PAM parental 8.9 and TAAR1 antagonist 2.4.
For CC(=O)c1cccc(NC(=O)c2cccc(NC(=O)c3ccco3)c2)c1 the results were CHO-K1 Ca antag 1.6, OXTR potentiator -11.7, V1aR counter 3.7, CHO-K1 Ca ag 4.0, GPR7 antag 9.1, OXTR agonist 1.4, CHO parental Ca -10.6, M1 PAM parental 11.2 and TAAR1 antagonist 28.4.
`COc1cc2[nH]c3c(=O)n(CCN4CCOCC4)cnc3c2cc1OC` gave CHO-K1 Ca antag -9.3, OXTR potentiator 1.1, V1aR counter -0.1, CHO-K1 Ca ag 0.5, GPR7 antag -2.5, OXTR agonist -0.1, CHO parental Ca -2.0, M1 PAM parental 5.9 and TAAR1 antagonist -29.9.
Screening O=C(c1ccco1)N1CCCN(Cc2cn[nH]c2-c2ccc(-c3ccccc3)cc2)CC1 returned CHO-K1 Ca antag -17.6, OXTR potentiator -14.3, V1aR counter 1.4, CHO-K1 Ca ag 9.0, GPR7 antag -12.3, OXTR agonist 0.0, CHO parental Ca -26.8, M1 PAM parental 8.1 and TAAR1 antagonist -2.6.
Cc1ccccc1Nc1nc(N)nc(CSc2nnnn2-c2ccccc2)n1 was read as CHO-K1 Ca antag -7.5, OXTR potentiator -6.6, V1aR counter -0.9, CHO-K1 Ca ag 1.9, GPR7 antag -4.9, OXTR agonist -1.5, CHO parental Ca -21.6, M1 PAM parental 0.8 and TAAR1 antagonist 14.6.
COC(=O)Cc1nc(NC(=O)c2cccs2)sc1C was read as CHO-K1 Ca antag -19.8, OXTR potentiator -15.8, V1aR counter 4.2, CHO-K1 Ca ag 5.2, GPR7 antag -9.5, OXTR agonist 4.0, CHO parental Ca -0.5 and M1 PAM parental 28.2.
Screening C=CCn1c(O)c(C(CC)=NCCN2CCOCC2)c(=O)[nH]c1=O returned CHO-K1 Ca antag -5.5, OXTR potentiator 1.2, V1aR counter 0.7, CHO-K1 Ca ag 0.5, GPR7 antag 12.6, OXTR agonist 1.0, CHO parental Ca 2.4, M1 PAM parental 14.6 and TAAR1 antagonist -2.8.
`COC(=O)CC1(C(=O)OC)Oc2ccc(Br)cc2C(=O)N1c1ccc(Br)cc1Cl` (stereo unspecified) gave CHO-K1 Ca antag -5.2, OXTR potentiator -2.8, V1aR counter -0.4, CHO-K1 Ca ag 1.0, GPR7 antag 0.3, OXTR agonist -3.2, CHO parental Ca -9.8, M1 PAM parental 7.1 and TAAR1 antagonist 16.6.
For CCN(CC)CCNC(=O)c1ccc(NC(=O)c2ccc(S(=O)(=O)N3CCCC3)cc2)cc1 the results were CHO-K1 Ca antag -28.9, CHO-K1 Ca ag 0.7, M1 PAM parental 16.8 and TAAR1 antagonist -1.2.
Screening O=C(CNC(c1ccccc1)c1ccccc1)Nc1ccc(F)cc1 returned CHO-K1 Ca antag -7.2, OXTR potentiator 7.7, V1aR counter -1.0, CHO-K1 Ca ag 0.5, GPR7 antag 16.6, OXTR agonist -1.7, CHO parental Ca -16.9, M1 PAM parental 27.0 and TAAR1 antagonist -11.9.
`Cc1ccc(S(=O)(=O)N2CCC(C)CC2)cc1[N+](=O)[O-]` gave CHO-K1 Ca antag -11.3, CHO-K1 Ca ag -0.1, GPR7 antag -11.3, M1 PAM parental 16.1 and TAAR1 antagonist 23.7.
Screening O=C(O)CNC(=O)C(CS)Cc1ccccc1 (stereo unspecified) returned CHO-K1 Ca antag 13.4, OXTR potentiator -10.3, V1aR counter 0.0, CHO-K1 Ca ag -0.5, OXTR agonist -0.7, CHO parental Ca -7.9, M1 PAM parental -4.4 and TAAR1 antagonist 1.4.
CCc1ccccc1NC(=O)CN(C)C(=O)Cn1cc(C(F)(F)F)cc(Cl)c1=O was read as CHO-K1 Ca antag 3.7, OXTR potentiator -9.1, V1aR counter 0.7, CHO-K1 Ca ag -0.1, GPR7 antag -4.8, OXTR agonist 0.6, CHO parental Ca -8.4, M1 PAM parental -12.8 and TAAR1 antagonist 22.8.
Screening CCOC(=O)c1c(S(=O)(=O)Nc2ccccn2)c(C)n(C)c1C returned CHO-K1 Ca antag -13.4, OXTR potentiator 1.7, V1aR counter 1.3, CHO-K1 Ca ag 1.2, GPR7 antag -9.0, OXTR agonist 0.0, CHO parental Ca -5.8, M1 PAM parental 14.0 and TAAR1 antagonist -17.0.
C=CC1=C(C(=O)O)N2C(=O)[C@@H](NC(=O)/C(=N/OCC(=O)O)c3csc(N)n3)[C@H]2SC1 was read as CHO-K1 Ca antag -5.2, OXTR potentiator -5.5, V1aR counter 1.5, CHO-K1 Ca ag 0.6, OXTR agonist 1.7, CHO parental Ca -1.3, M1 PAM parental 8.3 and TAAR1 antagonist -10.3.
For Cc1c(NC(=O)c2cccs2)cccc1[N+](=O)[O-] the results were CHO-K1 Ca antag -9.0, OXTR potentiator 0.5, V1aR counter -0.1, CHO-K1 Ca ag 0.8, GPR7 antag -1.8, OXTR agonist -0.1, CHO parental Ca -5.8, M1 PAM parental 18.1 and TAAR1 antagonist 3.2.
Screening CCOC(=O)c1cnc2c(c(C3CC3)nn2C)c1N1CCOCC1 returned CHO-K1 Ca antag -11.4, OXTR potentiator -5.5, V1aR counter -2.0, CHO-K1 Ca ag 1.5, GPR7 antag -15.1, OXTR agonist -1.7, CHO parental Ca -2.7, M1 PAM parental 11.1 and TAAR1 antagonist 7.6.
`COc1cc(NC(=O)CSc2ncnc3c2cnn3Cc2ccccc2)cc(OC)c1` gave CHO-K1 Ca antag -2.0, OXTR potentiator -7.4, V1aR counter 1.1, CHO-K1 Ca ag -0.1, GPR7 antag 4.6, OXTR agonist 0.3, CHO parental Ca -1.0, M1 PAM parental 10.8 and TAAR1 antagonist 0.0.
COc1ccc(C2=NN(C(=O)COc3ncnc4ccccc34)C(c3ccco3)C2)cc1 (stereo unspecified) was read as CHO-K1 Ca antag -4.1, OXTR potentiator -19.2, V1aR counter -0.3, CHO-K1 Ca ag -0.6, GPR7 antag 1.5, OXTR agonist -2.2, CHO parental Ca -12.8, M1 PAM parental 1.1 and TAAR1 antagonist 12.2.
For Cc1ccc(-c2nc3c(C)cc(Br)cn3c2Cc2cccc(F)c2)cc1 the results were CHO-K1 Ca antag -10.9, CHO-K1 Ca ag 0.6, M1 PAM parental -9.2 and TAAR1 antagonist -29.9.
Screening CC(=O)c1ccc(NC(=S)N2CCN(c3cccc(Cl)c3)CC2)cc1 returned CHO-K1 Ca antag 17.8, OXTR potentiator -12.9, V1aR counter 8.8, CHO-K1 Ca ag 9.7, GPR7 antag 14.1, OXTR agonist 11.0, CHO parental Ca 3.5, M1 PAM parental 7.5 and TAAR1 antagonist 20.9.
For O=[N+]([O-])c1cc(Cl)cc(/C=N/NC(=S)Nc2ccc(S(=O)(=O)N3CCOCC3)cc2)c1O the results were CHO-K1 Ca antag 6.2, OXTR potentiator -8.4, V1aR counter 0.0, CHO-K1 Ca ag 0.3, GPR7 antag -12.0, OXTR agonist -0.7, CHO parental Ca -2.8, M1 PAM parental -14.5 and TAAR1 antagonist 28.8.
For COc1cccc(/C=C/C(=O)Nc2ccc3c(c2)OCCO3)c1OC the results were CHO-K1 Ca antag -5.5, OXTR potentiator 1.6, V1aR counter 0.8, CHO-K1 Ca ag 4.9, GPR7 antag 1.9, OXTR agonist 2.3, CHO parental Ca -4.0, M1 PAM parental 17.6 and TAAR1 antagonist 24.9.
